Assay outcomes: PubChem, Sanford-Burnham Center for Chemical Genomics
MT1-MMP act inh: blocks activation of human MT1-MMP; 360,000 compounds, 0.061% hits; HT1080 RFP-PRO-GFP cells, GFP/RFP ratio fluorescence, overnight; percent of plate control window, DMSO zero; GFP/RFP ratio change, % at 20 µM; P50281;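 active = GFP/RFP ratio change of at least 30% with cell ATP level not reduced by more than half and red fluorescence within 50% of control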; note: strong numbers were not always called active
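system = RFP-PRO-GFP reporter HT1080 cells | dosing = 20 µM single dose, 1% DMSO | timing = overnight cell settling, then overnight compound exposure, 37 °C, 5% CO2 | read-out basis = GFP/RFP fluorescence ratio | controls = DMSO and RFP-L50D-GFP cell wells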
STEP inh: inhibitors of human striatal-enriched phosphatase STEP; P54829; recombinant STEP, OMFP fluorogenic substrate, fluorescence; inhibition, % at 20 µM; 360,000 compounds, 0.25% hits;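 active = inhibition at 20 µM, scaled per plate between control wells, above about 37%, limit read from the data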;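 note: 0% = DMSO with enzyme and substrate and 100% = substrate only without enzyme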
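Material: STEP (striatal-enriched tyrosine phosphatase) enzyme, cell-free | Medium: 50 mM Bis-Tris pH 6.0 with 2.5 mM DTT and 0.005% Tween 20 | Read-out: Percent inhibition scaled to no-enzyme and uninhibited-enzyme controls, plate-pattern corrected | Signal: Fluorescence read at 480 nm ex / 540 nm em | Times: 20 min reaction, room temperature, in the dark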
LMPTP block: blocks human LMPTP phosphatase | P24666 | recombinant LMPTP-A, OMFP fluorogenic substrate, fluorescence intensity | inhibition, % at 20 µM | 360,000 compounds, 0.22% hits;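 active = compounds that cut the enzyme signal by at least half of the control window in the single-dose screen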;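 note: plate controls were DMSO wells with enzyme plus substrate for no effect and substrate without enzyme for full effect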
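Assay system: LMPTP-A, protein tyrosine phosphatase of low molecular weight / Medium: pH 6.0 Bis-Tris buffer with DTT and Triton X-100 / Schedule: 50 min enzyme reaction at room temperature, protected from light / Measured by: endpoint fluorescence intensity from OMFP dephosphorylation / Read-out basis: % inhibition relative to no-enzyme and uninhibited control wells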
Rpn11 block: blocks the human proteasome subunit Rpn11; human 26S proteasome, Ub4-pepOG fluorescence polarization; 20S core pre-blocked with epoxomicin; calls only at 20 µM; AID 588493; 360,000 compounds, 0.59% hits; O00487;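 active = inhibition at 20 µM, scaled to each plate's controls, above about 33%, limit read from the data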
NadD block: inhibitors of Staphylococcus aureus NadD. purified NadD enzyme, colorimetric absorbance read-out. inhibition, % at 20 µM. 360,000 compounds, 0.78% hits; in the data active = inhibition above about 26%; note: some compounds past the cut are filed as inactive
SUMO1 PPI mod: SUMO1-SIM interaction modulation | P63165 | SUMO1 binding to a labelled peptide, TR-FRET, 1 h | inhibition, % at 20 µM | 360,000 compounds, 0.33% hits | AID 602429; in the data active = inhibition above about 37%
SKN-1 inh: inhibitors of C. elegans SKN-1 | C. elegans VP596 Pgst-4::GFP/RFP ratio, acrylamide-induced, 24 h | inhibition, % at 21.8 µM | 360,000 compounds, 0.49% hits;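 active = interference check ratio from 0.5 to 1.5 plus GFP to RFP signal ratio inhibition reaching or exceeding a fixed threshold, cut at about 30% in these data, passing the limit was not always enough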; note: some compounds called inactive have numbers as strong as hits
Scp1 inh: blocks human Scp-1 phosphatase activity | Q9GZU7 | Recombinant Scp1, phosphopeptide, malachite green phosphate absorbance | inhibition, % at 20 µM | 340,000 compounds, 0.88% hits | AID 493091;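 active = inhibition above about 50% at 20 µM, limit read from the data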;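 note: plate controls were DMSO wells with enzyme for no effect and wells lacking enzyme for full effect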
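Assay system: SCP-1 catalytic fragment, aa 76-261 | Buffer or medium: Tris acetate buffer pH 5.5 with MgCl2 and Tween-20 | Compound: One concentration, 20 µM, with 1.0% DMSO | Also added: Phospho 17-mer peptide substrate | Signal: Absorbance at 630 nm | Incubation: 45 min enzyme reaction at room temperature | Measure: % inhibition of SCP-1 phosphate liberation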
DNMT1 inh: inhibitors of human DNMT1 | P26358 | DNMT1 molecular beacon, Hinp1I cleavage, fluorescence | inhibition (reported as % activation of signal), % at 10 µM | 360,000 compounds, 0.83% hits | AID 588458; in the data active = inhibition above about 50%
Target sequence (P26358 504-1616 limits assumed): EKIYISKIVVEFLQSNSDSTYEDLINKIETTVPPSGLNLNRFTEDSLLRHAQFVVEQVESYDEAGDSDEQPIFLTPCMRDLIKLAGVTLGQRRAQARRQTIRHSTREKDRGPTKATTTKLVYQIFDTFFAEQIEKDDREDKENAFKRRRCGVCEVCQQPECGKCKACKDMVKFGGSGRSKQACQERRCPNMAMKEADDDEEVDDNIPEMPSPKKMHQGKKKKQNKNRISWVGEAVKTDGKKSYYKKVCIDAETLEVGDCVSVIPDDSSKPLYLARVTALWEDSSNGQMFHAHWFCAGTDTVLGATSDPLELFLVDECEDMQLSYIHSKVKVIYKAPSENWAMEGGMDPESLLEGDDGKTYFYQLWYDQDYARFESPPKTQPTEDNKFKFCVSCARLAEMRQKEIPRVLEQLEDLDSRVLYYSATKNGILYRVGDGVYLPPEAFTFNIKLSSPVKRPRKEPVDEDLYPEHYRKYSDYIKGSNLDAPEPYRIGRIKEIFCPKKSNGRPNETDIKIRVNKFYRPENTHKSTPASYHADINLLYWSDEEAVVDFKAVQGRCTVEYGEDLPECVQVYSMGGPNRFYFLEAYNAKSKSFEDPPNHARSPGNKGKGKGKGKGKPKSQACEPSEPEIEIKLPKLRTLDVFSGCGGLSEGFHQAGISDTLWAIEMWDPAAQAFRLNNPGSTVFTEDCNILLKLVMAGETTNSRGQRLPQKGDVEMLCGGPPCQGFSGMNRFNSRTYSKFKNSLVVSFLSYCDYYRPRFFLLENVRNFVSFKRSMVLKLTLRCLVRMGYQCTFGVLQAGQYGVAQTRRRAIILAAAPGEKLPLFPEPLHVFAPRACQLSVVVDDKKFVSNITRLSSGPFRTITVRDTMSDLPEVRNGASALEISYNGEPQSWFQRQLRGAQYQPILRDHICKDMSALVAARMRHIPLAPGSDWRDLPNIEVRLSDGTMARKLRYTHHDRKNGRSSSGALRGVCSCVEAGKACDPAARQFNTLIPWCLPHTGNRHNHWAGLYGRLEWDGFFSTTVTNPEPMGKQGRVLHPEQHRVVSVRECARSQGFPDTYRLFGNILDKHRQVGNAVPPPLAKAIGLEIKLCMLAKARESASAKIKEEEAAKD
NRP1-CendR mod: alters CendR peptide binding to human NRP-1; O14786; FAM-RPARPAR peptide binding to NRP-1, fluorescence polarization; inhibition, % at 25 µM; 360,000 compounds, 0.85% hits; AID 602438;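 active = inhibition or corrected inhibition above about 18%, plus a signal ratio from 0.5 to 1.5, limit read from the data, passing the limit was not always enough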; note: strong numbers were not always called active
An asterisk follows results filed as active; i = inactive; + = active, no number. The order is random, and some 3.9% of all compounds hit somewhere here.

MT1-MMP act inh	Rpn11 block	STEP inh	NadD block	SUMO1 PPI mod	Scp1 inh	DNMT1 inh	NRP1-CendR mod	SKN-1 inh	LMPTP block	smiles
-0.3	i	-3.1	-4.0	-1.1	-3.9	0.6	0.1	-1.9	-3.7	O=C(NCCCc1ccccc1)c1cccs1
0.1	i	1.3	9.5	1.1	2.9	3.7	0.2	31.9	1.6	COc1cccc(OCC(O)CN2CCC(C)CC2)c1 (stereo not given)
0.0	i	2.4	-6.0	-15.3	-0.7	-2.9	4.3	15.9	0.2	O=[N+]([O-])c1ccccc1Oc1ccc(Cl)c2cccnc12
-1.1	i	-0.5	3.2	3.2	1.6	0.9	9.4	-2.6	-0.6	CCN(CC)C(=O)CSc1nc(N)c(-c2ccccc2)c(=O)[nH]1
-42.3	+	5.0	-2.0	7.6	18.1	1.4	-55.3	7.5	15.8	CCCCCCSc1cc(-c2nc3cc(C)ccn3c2NC2CCCCC2)ccc1OC
5.5	i	-3.2	1.7	2.1	-2.8	0.7	2.8	2.6	-0.5	Cn1c(SCC(=O)NC2CCCC2)nnc1-c1ccco1
-2.1	i	-2.2	-2.3	-154.6	-4.0	-19.4	0.9	4.5	-9.4	C=CCn1c(SCC(=O)N(CCC)C2CCS(=O)(=O)C2)nnc1-c1ccccc1OC (stereo not given)
-3.1	i	-2.2	-5.7	1.8	-4.9	1.2	-3.9	5.6	-1.3	COc1ccc(N2CCN(C(CNC(=O)C(=O)NCCC3=CCCCC3)c3ccco3)CC2)cc1 (stereo not given)
-1.8	i	-1.5	3.6	-1.2	-2.2	-8.4	-7.2	17.0	0.5	CN(C)c1cccc(Oc2nc3c(c(=O)n(C)c(=O)n3C)n2C)c1
0.0	i	-1.8	-3.5	-6.6	-7.7	-2.2	-2.3	-2.7	-0.4	CN(C)C(=O)c1cn(CCC#N)nc1-c1ccc2ccccc2c1
-2.2	i	8.9	2.0	7.7	-3.6	-9.4	-4.9	11.9	1.2	Cc1cc(OCc2nc3ccccc3s2)ccc1N
3.1	i	0.4	-7.5	-2.5	-5.7	-1.3	0.7	-9.0	0.7	COc1ccc(CC(=O)NC(C)C2COc3ccccc3O2)cc1OC (stereo not given)
0.4	i	0.3	-2.8	-2.2	-9.3	2.9	7.7	-4.9	-2.1	O=S(=O)(Nc1ncccn1)c1ccc(NC(=S)NCc2ccco2)cc1
12.6	i	2.3	-5.9	-5.7	-6.1	-2.1	9.2	3.4	-0.1	COC(=O)c1[nH]c2ccc(C)cc2c1NC(=O)CCN1CCN(Cc2ccc3c(c2)OCO3)CC1
-0.7	i	1.2	-5.8	0.5	-4.5	-4.3	-9.0	6.9	-0.4	Cc1ccc(CNC(=O)CCc2cn(C)c3ccccc23)cc1
-4.5	i	-1.2	-5.2	-2.9	-7.6	1.7	12.0	-20.7	-1.1	O=c1cc(C2CCCCC2)[nH]c(=O)[nH]1
-1.4	i	4.1	9.8	8.6	-6.2	-2.3	-10.0	3.7	0.2	COc1ccc(S(=O)(=O)N2CCCCCC2)cc1NC(=O)Cc1n[nH]c(=O)c2ccccc12
6.6	i	-0.6	0.2	11.1	-6.0	-18.8	-2.0	-7.1	3.8	Cn1nc(-c2ccccc2F)c2cc(C(=O)Nc3ccc4c(c3)OCCO4)sc21
-11.0	i	10.9	18.1	1.8	4.1	59.8*	-9.8	10.0	2.3	O=C(CC1C[C@H](C(=O)N2CCCCC2)[C@@]2(CCc3ccccc3)c3[nH]c4ccccc4c3CCN2C1=O)NCCC1=CCCCC1 (stereo not given in full)
3.8	i	-2.6	-0.8	-1.2	0.2	2.8	0.3	0.3	0.5	COc1ccc(-c2cc(C(=O)O)[nH]n2)cc1OC
-3.2	i	3.6	-0.6	2.0	-2.0	-1.1	2.2	5.7	0.5	Cc1ccc2nc(SCC(=O)Nc3cccc(S(=O)(=O)NC4=NCCCCC4)c3)[nH]c2c1
1.9	i	1.3	-2.1	0.5	19.0	1.8	-2.0	-3.4	-1.7	COc1cccc(N2CC(C(=O)Nc3ccc(F)cc3)CC2=O)c1 (stereo not given)
-3.2	i	-1.6	3.1	-10.2	-2.7	1.4	6.4	2.9	-3.0	O=[N+]([O-])c1ccc(OCCCCN2CCCCC2)cc1
-3.5	i	-2.9	-0.2	6.2	3.8	1.5	1.4	-1.3	-1.3	CC1=C(C(=O)Nc2ccccc2C(=O)NC2CCC(C)CC2)SCCO1 (stereo not given)
5.0	i	0.0	-9.8	1.6	-5.6	39.5	11.9	-8.3	1.3	CCN1CCN(c2cc(C)c3cc(NC(=O)c4cccc(OC)c4)ccc3n2)CC1

Reprinted at random: two compounds from above, in no set order.
MT1-MMP act inh	Rpn11 block	STEP inh	NadD block	SUMO1 PPI mod	Scp1 inh	DNMT1 inh	NRP1-CendR mod	SKN-1 inh	LMPTP block	smiles
5.0	i	0.0	-9.8	1.6	-5.6	39.5	11.9	-8.3	1.3	CCN1CCN(c2cc(C)c3cc(NC(=O)c4cccc(OC)c4)ccc3n2)CC1
-42.3	+	5.0	-2.0	7.6	18.1	1.4	-55.3	7.5	15.8	CCCCCCSc1cc(-c2nc3cc(C)ccn3c2NC2CCCCC2)ccc1OC

The main list resumes, repeating the three entries before the break.
MT1-MMP act inh	Rpn11 block	STEP inh	NadD block	SUMO1 PPI mod	Scp1 inh	DNMT1 inh	NRP1-CendR mod	SKN-1 inh	LMPTP block	smiles
-3.2	i	-1.6	3.1	-10.2	-2.7	1.4	6.4	2.9	-3.0	O=[N+]([O-])c1ccc(OCCCCN2CCCCC2)cc1
-3.5	i	-2.9	-0.2	6.2	3.8	1.5	1.4	-1.3	-1.3	CC1=C(C(=O)Nc2ccccc2C(=O)NC2CCC(C)CC2)SCCO1 (stereo not given)
5.0	i	0.0	-9.8	1.6	-5.6	39.5	11.9	-8.3	1.3	CCN1CCN(c2cc(C)c3cc(NC(=O)c4cccc(OC)c4)ccc3n2)CC1
3.3	i	0.5	4.9	16.4	-8.8	5.3	-40.8	-1.9	-0.4	CCc1oc2ccccc2c1C(=O)c1cc(Br)c(O)c(Br)c1
0.6	i	-0.2	-2.8	-3.3	-5.4	2.0	4.1	1.4	-0.4	COc1ccc(C(=O)C2CCCN(C(=O)C3=CCCC3)C2)cc1OC (stereo not given)
2.6	i	0.2	-0.4	2.7	3.6	-13.8	-5.2	-2.1	1.2	COc1ccc(S(=O)(=O)N2CCN(CC(=O)Nc3cc(OC)cc(OC)c3)CC2)cc1
-5.4	i	-1.5	-5.5	-10.3	-10.8	-2.4	-1.8	4.8	-1.2	O=C1OCCN/C1=C\C(=O)c1ccc(Cl)cc1
-3.5	i	1.2	0.1	-31.3	-4.5	-1.2	-0.8	14.6	1.2	O=C(NCCc1ccccc1)/C(=C\c1ccc([N+](=O)[O-])cc1)NC(=O)c1ccco1
2.3	i	-2.4	2.3	2.2	0.7	1.5	3.8	5.2	-0.5	O=C(CSc1nnc(-c2ccccn2)o1)Nc1cccc(Cl)c1
-10.3	i	95.4*	-2.1	0.8	-7.9	-4.6	-5.9	4.4	0.9	Cc1cc(C)c(NC(=S)NCC2CCN(C(C)c3ccccc3)C2)c(C)c1 (stereo not given)
-4.6	i	1.4	0.5	-1.6	-5.8	-8.0	-2.9	1.1	-0.8	CC(=O)N1CCc2c(sc(NC(=O)CCS(=O)(=O)c3ccc(C)cc3)c2C(N)=O)C1
1.0	i	-1.1	-2.8	-2.3	-3.4	-3.0	22.3	5.3	0.4	COc1ccccc1C(CNC(=O)c1ccc(OCc2c(C)noc2C)cc1)N1CCCC1 (stereo not given)
-1.6	i	-1.2	-7.7	-0.8	-3.9	0.1	9.1	-6.4	0.1	Cn1cc(CN2CCN(Cc3ccc4c(c3)OCO4)CC2)c(-c2ccccc2F)n1
-4.5	i	2.7	1.1	-22.2	29.4	6.4	-7.4	25.4	1.9	O=C(COC(=O)Cc1ccc(S(=O)(=O)N2CCOCC2)s1)Nc1ccc([N+](=O)[O-])cc1
0.9	i	1.8	2.7	3.2	-5.3	16.2	-3.4	6.1	0.5	COc1cc(C)ccc1OCc1cc(C(=O)N2C[C@H]3CC[C@H]2C3)no1
2.8	i	2.1	0.0	5.6	-6.2	-0.6	3.6	10.6	-0.4	COc1ccccc1N1CCN(C(=O)CCC(=O)N2CCN(c3ccc(F)cc3)CC2)CC1
2.0	i	0.7	1.4	-1.0	0.0	-1.6	4.9	0.7	0.1	COC(=O)c1sc(NC(=S)NC(=O)c2cccc(C)c2)nc1C
0.0	i	1.6	-3.2	-0.3	-3.9	-3.7	4.0	-0.7	-1.3	Cc1ccc(C(=O)COC(=O)CNC(=O)c2cccs2)cc1C
0.6	i	-0.9	4.8	1.0	3.5	3.6	4.6	4.4	-1.4	CCn1c(SCC(=O)NNC(=O)c2ccc(OC)cc2)nnc1C1CC1
-3.6	i	0.4	-3.7	8.5	-4.7	5.4	2.0	-2.7	0.7	CCOc1c(O)ccc(C2NC(=O)NC(C)=C2C(=O)OC)c1[N+](=O)[O-] (stereo not given)
-0.4	i	1.3	-4.9	0.8	-5.2	-1.3	-4.4	8.4	-0.1	CCn1ccnc1CNC(=O)c1cc(COc2ccc(F)cc2F)on1
-11.8	i	-3.5	-4.1	-0.4	-4.2	-0.4	14.4	1.0	0.2	CCOc1ccccc1NC(=O)CN1CCN(C(=O)C2CCCO2)CC1 (stereo not given)
